Compound activity: PubChem, The Scripps Research Institute Molecular Screening Center
OX1R antag-1: OX1R (human) antagonism; OX1R-expressing cells, FRET antagonist read-out; inhibition, % at 6.6 µM; 330,000 compounds, 1.8% hits; AID 485270; in the data active means inhibition mostly above about 38%, no sharp cut-off; inactive means mostly below about 40%;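 further: 0% = agonist challenge alone and 100% = reference antagonist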
Target sequence (O43613 whole entry, looked up): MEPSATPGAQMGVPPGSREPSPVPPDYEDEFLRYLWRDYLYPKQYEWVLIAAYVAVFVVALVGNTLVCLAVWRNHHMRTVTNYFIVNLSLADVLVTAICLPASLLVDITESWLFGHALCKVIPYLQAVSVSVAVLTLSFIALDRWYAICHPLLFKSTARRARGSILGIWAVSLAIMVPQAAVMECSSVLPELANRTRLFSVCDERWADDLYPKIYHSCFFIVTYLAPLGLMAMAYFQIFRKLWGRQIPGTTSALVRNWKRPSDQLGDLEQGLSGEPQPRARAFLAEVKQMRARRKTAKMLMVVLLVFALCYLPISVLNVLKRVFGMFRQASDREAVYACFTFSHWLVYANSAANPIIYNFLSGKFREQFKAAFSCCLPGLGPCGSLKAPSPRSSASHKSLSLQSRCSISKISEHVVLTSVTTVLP
OX1R antag-2: blocks the human orexin 1 receptor; CHO/OX1R cells, Fluo-8 calcium fluorescence, orexin A; inhibition, % at 5 µM; 330,000 compounds, 0.43% hits; AID 434989;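 active means inhibition above its plate's threshold, mean inhibition of all tested compounds on the plate plus 3 SD, cut at about 37% in these data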;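 further: 0% = orexin A challenge wells and 100% = SB-334867-A antagonist wells; not every result past the cut was called active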
* = called active by the depositor; & = joins results of further samples.

| SMILES | OX1R antag-1 | OX1R antag-2 |
| --- | --- | --- |
| CCOc1ccc(NC(=O)c2ccccc2CO)cc1 | 14.9 | 1.7 |
| COc1ccccc1N1C(=O)C2C3C=CC(CC3)C2C1=O (configuration not stated) | 1.2 | -21.3 |
| CCC(C)NC(=O)C1CCN(S(=O)(=O)c2cc([N+](=O)[O-])ccc2Cl)CC1 (configuration not stated) | 48.8 | -10.7 |
| c1ccc(-c2nnc3sc(CN4CCC5(CC4)OCCO5)cn23)cc1 | 7.2 | 7.9 |
| Cc1cc(C)cc(-n2nc(C)cc2N)c1 | -3.2 | -27.8 |
| CCOC(=O)CC1C(=O)NCCN1C1CCCC1 (configuration not stated) | 4.0 | -4.6 |
| COC(=O)c1c(SCC(=O)Nc2ccc(C)cc2)nc(=O)[nH]c1C | 19.2 | -19.2 |
| O=C(CCc1nnc2n(Cc3ccccc3)c(=O)c3ccccc3n12)NCCCN1CCCCC1 | 11.1 | -16.2 |
| O=C(Nc1ccc(C(=O)O)cc1)/C(=C/c1ccc2c(c1)OCO2)NC(=O)c1cccc(Br)c1 | 4.0 | 7.8 |
| COC(=O)c1ccccc1NC(=O)C1CC(=O)N(c2ccc(OC)cc2)C1 (configuration not stated) | 2.9 | -19.1 |
| N#CSCC(=O)c1cccc2ccccc12 | 6.4 | 3.2 |
| CCCC(C)NC(=S)NC(=O)c1cc(S(=O)(=O)N2CCOCC2)ccc1C (configuration not stated) | 10.5 | -25.1 |
| CCN(CC)C(=O)c1ccccc1NS(=O)(=O)c1ccc(C)cc1 | 13.9 | -10.5 |
| Cc1nnc(SCCn2c(N(C)Cc3ccccc3)nc3c2c(=O)[nH]c(=O)n3C)s1 | 2.0 | -24.4 |
| O=S(=O)(NC(=S)NC1CCCCC1)c1ccccc1 | 11.0 | -2.6 |
| Fc1cccc(Cl)c1CSc1ccc(-c2cccnc2)nn1 | 34.1 | -11.1 |
| O=C(Cc1cccs1)NCCSc1c(-c2ccc(Cl)cc2)[nH]c2ccccc12 | 13.8 | -19.8 |
| COc1ccc(OC)c(C2C(C(=O)c3ccc(C)o3)=C(O)C(=O)N2c2cc(C)on2)c1 (configuration not stated) | 22.0 | -26.3 |
| O=C(N/N=C\c1ccc(CNS(=O)(=O)c2ccccc2)o1)C(=O)Nc1ccc(F)cc1 | 17.4 | 3.7 |
| COc1ccc(N2CC(C(=O)NC3CCCCC3)CC2=O)cc1 (configuration not stated) | 7.0 | -0.8 |
| COc1ccccc1NC(=O)CSc1nnc2ccccn12 | -1.6 | -5.3 |
| Cc1ccc(C)c(CN2CCC(CNC(=O)Nc3ccc(Cl)cc3)CC2)c1 | 8.4 | -14.1 |
| COc1cc(NC(=O)C2CCCCC2)c(OC)cc1NC(=O)c1ccccc1 | 18.5 | -33.2 |
| Cc1cc(C)n(-c2c(F)c(F)c(COC(=O)c3ccccc3)c(F)c2F)n1 | 42.1 | -3.2 |
| O=C(Oc1cccc(N2C(=O)CCC2=O)c1)c1ccccc1 | 10.7 | -11.6 |
| COc1ccc(/C=C2\SC(=O)N(CCNC(=O)CN3C(=O)NC4(CCCC4)C3=O)C2=O)cc1 | 28.4 | -13.5 |
| Cc1ccc(NC(=O)CSc2nnc(Cn3cnc4ccccc43)o2)cc1 | 8.1 | -19.5 |
| Cn1c2c(c(=O)n(C)c1=O)C(c1ccc(Br)cc1)Nc1ccccc1O2 (configuration not stated) | 1.5 | -21.6 |
| CCOC(=O)c1c(C)[nH]c(C(=O)COC(=O)CNC(=O)c2ccc(Cl)cc2Cl)c1C | 11.2 | -21.4 |
| Cc1onc(-c2ccccc2)c1C(=O)Oc1cccnc1 | 13.5 | -19.8 |
| Cc1ccc(NC(=O)CSc2ncnc3ccccc23)cc1S(=O)(=O)N1CCCCC1 | 14.6 | -7.2 |
| O=C(CN1CCN(c2ccccc2)CC1)Nc1ccc(OCc2ccccc2)cc1 | 7.9 | -18.1 |

Two entries from above, with values under each structure.
Results follow in this order: OX1R antag-1 | OX1R antag-2
> COc1ccc(/C=C2\SC(=O)N(CCNC(=O)CN3C(=O)NC4(CCCC4)C3=O)C2=O)cc1
→ 28.4 | -13.5
> Cc1ccc(NC(=O)CSc2nnc(Cn3cnc4ccccc43)o2)cc1
→ 8.1 | -19.5

Going on with the list.
| SMILES | OX1R antag-1 | OX1R antag-2 |
| --- | --- | --- |
| Cc1ccccc1C(=O)NCC(=O)NNC(=S)NC(=O)c1ccccc1C | 22.1 | -3.5 |
| CC(=O)c1nn(-c2cccc(Br)c2)cc1C(=O)c1ccc(Cl)cc1 | 13.4 | -2.2 |
| CCCC1C2CN(C(C)C)CC=C2C(C#N)=C(N)C1(C#N)C#N (configuration not stated) | 55.1 | -8.5 |
| COc1cc(OC)cc(C(=O)NC(C(=O)Nc2ccc3c(c2)OCCO3)C(C)C)c1 (configuration not stated) | 3.6 | -28.4 |
| CC(=O)N1CCN(S(=O)(=O)c2cccc(C(=O)OCC(=O)N(Cc3ccccc3)C(C)(C)C)c2)CC1 | 3.5 | -8.5 |
| Cc1cc(=O)n2nc(N3CCCC3C(=O)Nc3cccc(Cl)c3C)sc2n1 (configuration not stated) | 5.6 | -22.0 |
| Cc1cc(C)cc(NC(=O)CCn2ccnc2)c1 | 11.4 | -4.2 |
| CCOc1cc(C(=S)N2CCOCC2)ccc1OC(=O)c1cc(OC)c(OC)c(OC)c1 | 4.5 | -27.6 |

Given with values under each structure: part of the list above
Screens in order – OX1R antag-1	OX1R antag-2
> Cc1ccccc1C(=O)NCC(=O)NNC(=S)NC(=O)c1ccccc1C
    22.1	-3.5
> CC(=O)c1nn(-c2cccc(Br)c2)cc1C(=O)c1ccc(Cl)cc1
    13.4	-2.2
> CCCC1C2CN(C(C)C)CC=C2C(C#N)=C(N)C1(C#N)C#N (configuration not stated)
    55.1	-8.5
> COc1cc(OC)cc(C(=O)NC(C(=O)Nc2ccc3c(c2)OCCO3)C(C)C)c1 (configuration not stated)
    3.6	-28.4
> CC(=O)N1CCN(S(=O)(=O)c2cccc(C(=O)OCC(=O)N(Cc3ccccc3)C(C)(C)C)c2)CC1
    3.5	-8.5
> Cc1cc(=O)n2nc(N3CCCC3C(=O)Nc3cccc(Cl)c3C)sc2n1 (configuration not stated)
    5.6	-22.0

(more compounds)
| SMILES | OX1R antag-1 | OX1R antag-2 |
| --- | --- | --- |
| COc1ccc(OC)c(/C=C2\SC(=S)N(C(C(=O)O)c3ccccc3)C2=O)c1 (configuration not stated) | 14.6 | -6.3 |
| CC(=O)NCCNc1nc2c(-c3ccccc3)nnn2c2ccccc12 | 12.3 | -8.9 |
| O=Cc1ccc(OCc2ccc3c(c2)OCO3)cc1 | 10.3 | -1.1 |
| CCOC(=O)N1CCN(S(=O)(=O)c2ccc(OCC(=O)OC)cc2)CC1 | 7.5 | -3.3 |
| C/C(=N\NC(=O)C1CC1)c1cccnc1 | 22.9 | -1.7 |
| Cc1noc(C)c1S(=O)(=O)N(C)C[C@H]1Oc2c(NC(=O)Nc3ccccc3)cccc2C(=O)N([C@H](C)CO)C[C@@H]1C | 5.3 | -26.7 |
| CCOCC(=O)Nc1cccc(SC)c1 | 10.8 | -6.7 |
| O=C(Nc1nnc(CSCc2ccc(F)cc2)s1)c1cccc([N+](=O)[O-])c1 | 37.0 | -1.2 |
| CC1CC(C)CN(C(=O)Cn2nnc(-c3ccccc3)n2)C1 (configuration not stated) | 21.3 | -16.1 |
| CC(C)[C@H](NC(=O)N1CCn2c1nc1ccccc12)C(=O)N[C@H](Cc1ccccc1)C(=O)O | 15.5 | -20.0 |
| COc1ccc(-c2noc(-c3cccc(Cl)c3)n2)cc1OC | 12.2 | -8.8 |
| CCOC(=O)N1CCC(N2CC34C=CC(O3)C(C(=O)Nc3ccc(OCC)cc3)C4C2=O)CC1 (configuration not stated) | 12.5 | -12.7 |
| CCOC(=O)N1CCN(C(=O)CCCn2c(=O)[nH]c3ccccc3c2=O)CC1 | 6.0 | -11.9 |
| C[C@H](NC(=O)c1[nH]cnc1C(=O)Nc1ccon1)c1ccccc1 | 3.0 | -21.0 |
| CCN1CCN(C(=O)CN2C(=O)c3ccccc3S2(=O)=O)CC1 | 10.0 | 4.0 |
| Cc1cc(Nc2ccc(O)cc2)ccc1N | 5.6 | -7.4 |
| CC(N=C(NC#N)Nc1ccncc1)C(C)(C)C (configuration not stated) | 15.5&11.9 | -15.7&-66.8 |
| COC(=O)c1nn(-c2c(C)n(C)n(-c3ccccc3)c2=O)cc1O | 1.6 | 2.4 |
| CSCC[C@H](NC(=O)C(C)(C)Oc1ccc(Cl)cc1)c1nc2ccccc2[nH]1 | 13.5 | -24.2 |
| Cc1nc(CNC(=O)CC2C(=O)NCCN2Cc2cccc(Oc3ccccc3)c2)cs1 (configuration not stated) | 18.9 | -13.5 |
| C[C@H](CO)N1C[C@H](C)[C@@H](CN(C)S(C)(=O)=O)Oc2ccc(NC(=O)Nc3ccc4c(c3)OCO4)cc2C1=O | 2.8 | 0.9 |
| CC(OC(=O)c1cc2sccc2n1C)C(=O)NCc1ccc(F)cc1 (configuration not stated) | 20.4 | -19.5 |
| CCCCNC(=O)CN1CCN(Cc2ccc3cc(OC)ccc3c2)CC1 | -3.4 | -6.0 |
| Cc1cc(C)nc(Nc2ccccc2F)n1 | 1.7 | -13.9 |
| Cc1c(C(=O)NCc2ccc3c(c2)OCO3)sc2nc(-c3ccc(F)cc3)cn12 | -0.2 | 6.5 |
| CCCCNCCOCCOc1ccccc1-c1ccccc1 | 10.1 | -26.1 |
| CCN1C(=O)/C(=C\c2cccc(OC(=O)c3ccco3)c2)SC1=S | 12.0 | -18.0 |
| C#CCOCCOCCOCCNc1nc(N2CCN(C(=O)C(Cc3cc4ccccc4[nH]3)n3cc(C(N)Cc4ccc(O)cc4)nn3)CC2)nc(N2CCN(C(=O)C(CCC(=O)O)n3cc(C(N)C(C)CC)nn3)CC2)n1 (configuration not stated) | 20.6 | -10.6 |
| Cc1ccc(C)c(NC(=O)CCc2nnc3ccc(N4CCCC4)nn23)c1 | 8.8 | -21.4 |
| Cc1ccc(C(=O)N/C(=C/C=C\c2ccccc2)C(=O)NCc2ccco2)cc1 | 26.0 | -21.8 |
| Cc1cc2ncn(CC3CC3(Cl)Cl)c2cc1C (configuration not stated) | 38.6 | -9.1 |
| CCCC(=O)Nc1ccccc1NC(=O)c1ccc(OCC)c(OCC)c1 | 14.4 | -23.7 |

The final 3 compounds of the part before open the next one.
| SMILES | OX1R antag-1 | OX1R antag-2 |
| --- | --- | --- |
| Cc1ccc(C(=O)N/C(=C/C=C\c2ccccc2)C(=O)NCc2ccco2)cc1 | 26.0 | -21.8 |
| Cc1cc2ncn(CC3CC3(Cl)Cl)c2cc1C (configuration not stated) | 38.6 | -9.1 |
| CCCC(=O)Nc1ccccc1NC(=O)c1ccc(OCC)c(OCC)c1 | 14.4 | -23.7 |
| Cc1ccc(F)c(CNC(=O)C2CCC(=O)N(Cc3ccccn3)C2)c1F (configuration not stated) | 4.8 | -21.4 |
| COc1ccc(CNC(=O)CS(=O)(=O)Cc2nc(-c3ccc(OC)cc3)oc2C)cc1 | 13.4 | -26.4 |
| CC(C)Oc1ccc(N2CC(C(=O)Nc3ccc4c(c3)OCO4)CC2=O)cc1 (configuration not stated) | 9.2 | -8.3 |
| CCOc1ccccc1C1CC(=O)Nc2cc(C)c(C)cc21 (configuration not stated) | 7.8 | -23.0 |
| CC(Sc1ccc2ccccc2c1)C(=O)NC(N)=O (configuration not stated) | 7.3 | 0.1 |
| CCOc1ccc(OCCCC(=O)N(C)CC(=O)Nc2ccc(N3CCOCC3)cc2)cc1 | 13.4 | -19.6 |
| COc1ccc(-c2ncnc(C(F)(F)F)c2-c2csc(C)n2)c(O)c1 | 0.5 | -7.6 |
| CCOc1c(Br)cc(CNC2CCCCCCC2)cc1OC | 6.9 | -13.7 |
| CC(Oc1ccc(Cl)cc1)c1ccnc(N)n1 (configuration not stated) | 10.8 | -3.0 |
| COc1ccc(/C=N/Nc2ccccn2)cc1OC | 13.8 | 4.2 |
| Cc1ccccc1NC(=O)NCCCN1CCCC1 | 1.4 | -2.1 |
| CCn1c(CS(=O)Cc2ccc(Cl)cc2Cl)nnc1SCc1c(Cl)cccc1Cl (configuration not stated) | 12.2 | -34.6 |
| O=C(CCNC(=O)c1ccc([N+](=O)[O-])cc1)Nc1ccc(F)c(F)c1F | 29.3 | -13.7 |
| N#CCN(N=Nc1ccccc1)c1ccccc1 | 21.9 | -18.5 |
| COc1ccc(-c2csc(NCc3ccco3)n2)cc1C | 19.6 | -26.4 |
| COc1ccc2cc(C(=O)N3CCCC(Nc4ccc(F)cc4)C3)n(C)c2c1 (configuration not stated) | 39.6 | -16.6 |
| O=C(Nc1cc(F)ccc1F)C1CCN(S(=O)(=O)c2cccc3nonc23)CC1 | 9.4 | -7.1 |
| O=C(c1ccc(OC2CCN(Cc3ccccc3OC(F)F)CC2)cc1)N1CCCC1 | 23.9 | -20.3 |
| O=C(Cn1ccc([N+](=O)[O-])n1)N1CCc2ccccc21 | 13.3 | -10.7 |
| COc1cc(C)nc(N(C)S(=O)(=O)c2ccccc2Cl)n1 | 17.9 | -13.0 |
| COc1ccc(CC(C)N2CCN(c3ccccc3OC)CC2)cc1OC (configuration not stated) | 15.3 | -31.6 |
| CCn1cc(/C=N/N=C2\CCC3C4CCc5cc(O)ccc5C4CC[C@]23C)c(C)n1 (some centres not stated) | 52.6 | 29.7 |
